NSD2 block: blocks human NSD2 histone methyltransferase activity | O96028 | NSD2-SET H3K36me1 DELFIA fluorescence, biochemical | inhibition, % at 12.5 µM | actives 0.07% (n = 44,000) | AID 624260; in the data active = inhibition above about 54%, passing the limit was not always enough; inconclusive = no clear call, values can overlap the other calls;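 note: inhibitors reduce the monomethyl H3K36 fluorescence signal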
Target sequence (O96028 whole entry, looked up): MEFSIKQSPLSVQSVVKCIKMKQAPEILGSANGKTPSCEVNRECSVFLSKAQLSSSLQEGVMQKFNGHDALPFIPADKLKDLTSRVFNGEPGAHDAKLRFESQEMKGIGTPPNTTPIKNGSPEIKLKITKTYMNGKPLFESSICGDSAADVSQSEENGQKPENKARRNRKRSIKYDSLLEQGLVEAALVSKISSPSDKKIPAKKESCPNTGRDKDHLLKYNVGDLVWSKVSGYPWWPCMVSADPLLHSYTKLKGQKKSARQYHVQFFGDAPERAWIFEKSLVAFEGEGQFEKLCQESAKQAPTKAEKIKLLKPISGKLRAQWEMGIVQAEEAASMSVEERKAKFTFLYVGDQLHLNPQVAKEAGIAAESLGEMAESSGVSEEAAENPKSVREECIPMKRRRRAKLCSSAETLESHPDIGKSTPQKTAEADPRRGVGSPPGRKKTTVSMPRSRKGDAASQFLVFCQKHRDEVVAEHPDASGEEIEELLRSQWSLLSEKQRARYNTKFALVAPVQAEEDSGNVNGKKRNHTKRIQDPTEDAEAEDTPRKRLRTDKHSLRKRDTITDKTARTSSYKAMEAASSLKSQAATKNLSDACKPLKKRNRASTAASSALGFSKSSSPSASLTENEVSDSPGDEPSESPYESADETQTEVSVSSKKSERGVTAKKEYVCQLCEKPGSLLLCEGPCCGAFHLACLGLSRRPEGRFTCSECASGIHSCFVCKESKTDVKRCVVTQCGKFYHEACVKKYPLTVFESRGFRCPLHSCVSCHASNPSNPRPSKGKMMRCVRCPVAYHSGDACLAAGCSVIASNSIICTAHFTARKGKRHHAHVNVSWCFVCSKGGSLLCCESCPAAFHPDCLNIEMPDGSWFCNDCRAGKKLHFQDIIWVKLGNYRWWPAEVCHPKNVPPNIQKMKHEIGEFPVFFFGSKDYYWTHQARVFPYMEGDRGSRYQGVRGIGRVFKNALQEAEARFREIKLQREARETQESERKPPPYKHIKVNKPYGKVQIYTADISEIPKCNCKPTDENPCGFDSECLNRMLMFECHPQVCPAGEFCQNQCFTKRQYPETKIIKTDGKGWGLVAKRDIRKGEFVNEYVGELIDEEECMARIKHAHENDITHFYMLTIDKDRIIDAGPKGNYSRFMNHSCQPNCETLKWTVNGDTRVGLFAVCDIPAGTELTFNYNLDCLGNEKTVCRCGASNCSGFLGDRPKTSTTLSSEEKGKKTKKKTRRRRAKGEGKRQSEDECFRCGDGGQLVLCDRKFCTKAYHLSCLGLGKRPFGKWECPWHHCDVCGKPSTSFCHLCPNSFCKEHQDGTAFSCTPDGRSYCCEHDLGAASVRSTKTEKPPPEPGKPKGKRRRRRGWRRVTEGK
* = called active by the depositor; u = inconclusive; & = joins results of further samples.

canonical_smiles	NSD2 block
C[C@@H](NC(=O)C[C@@H]1C=C[C@H](NC(=O)Cc2ccccn2)[C@H](CO)O1)c1ccccc1	-2.2
Cc1noc(C)c1NC(=O)N[C@H]1C=C[C@H](CC(=O)NCc2ccc(Cl)c(Cl)c2)O[C@@H]1CO	3.9
CCCN(C)C[C@H]1OCCCC[C@@H](C)Oc2ccc(NC(=O)NC(C)C)cc2C(=O)N([C@@H](C)CO)C[C@H]1C	-1.2
C[C@@H]1CN([C@@H](C)CO)S(=O)(=O)c2ccc(Br)cc2O[C@H]1CN(C)C	2.4
Cc1noc(C)c1NC(=O)Nc1ccc2c(c1)C(=O)N([C@@H](C)CO)C[C@H](C)[C@H](CN(C)S(=O)(=O)c1ccc(Cl)cc1)OCCCC[C@@H](C)O2	-2.0
C[C@@H]1CN([C@@H](C)CO)C(=O)c2cc(NC(=O)CCC(F)(F)F)ccc2O[C@@H](C)CCCCO[C@@H]1CN(C)C(=O)Cc1ccccc1	15.6
COc1ccc(S(=O)(=O)N(C)C[C@@H]2Oc3ccc(NS(=O)(=O)c4ccc(Cl)cc4)cc3C(=O)N([C@H](C)CO)C[C@H]2C)cc1	-2.5
C[C@H]1CN([C@@H](C)CO)C(=O)c2cc(C#Cc3ccccc3F)cnc2O[C@@H]1CN(C)S(C)(=O)=O	4.6
C[C@H](CO)N1C[C@H](C)[C@@H](CN(C)C(=O)c2ccccc2)OCCCC[C@H](C)Oc2ccc(NC(=O)Nc3ccc(F)cc3)cc2C1=O	-3.4
O=C(O)Cc1nn(Cc2ccc(Br)cc2F)c(=O)c2ccccc12	0.7
C[C@@H]1CCCCO[C@H](CN(C)S(=O)(=O)c2cn(C)cn2)[C@@H](C)CN([C@H](C)CO)C(=O)c2cc(NC(=O)c3ccccc3)ccc2O1	4.6
CC(C)NC(=O)Nc1ccc2c(c1)C(=O)N([C@H](C)CO)C[C@@H](C)[C@@H](CN(C)Cc1ccc(C(F)(F)F)cc1)OCCCC[C@H](C)O2	-2.4
Cc1noc(C)c1NC(=O)Nc1ccc2c(c1)C(=O)N([C@@H](C)CO)C[C@H](C)[C@@H](CN(C)Cc1ccc(C(F)(F)F)cc1)OCCCC[C@H](C)O2	-1.6
Cc1ccc(S(=O)(=O)N(C)C[C@H]2Oc3ccc(NC(=O)Nc4ccc(C(F)(F)F)cc4)cc3C(=O)N([C@@H](C)CO)C[C@H]2C)cc1	-4.1
CC(C)CC#Cc1ccc2c(c1)O[C@@H](CN(C)S(=O)(=O)c1ccc(F)cc1)[C@H](C)CN([C@H](C)CO)S2(=O)=O	-5.5
C[C@@H]1CN([C@H](C)CO)C(=O)c2cc(NS(=O)(=O)c3cn(C)cn3)ccc2O[C@H]1CN(C)S(=O)(=O)c1cn(C)cn1	-5.6
COCC(=O)Nc1ccc2c(c1)[C@@H]1C[C@H](CC(=O)NCc3ccccc3F)O[C@H](CO)[C@@H]1O2	0.9
C[C@@H]1CN([C@H](C)CO)C(=O)c2cc(NC(=O)CCN3CCOCC3)ccc2O[C@@H]1CN(C)Cc1ccncc1	-0.4
C[C@@H]1CN([C@@H](C)CO)C(=O)c2cc(/C=C/c3ccccc3)cnc2O[C@H]1CN(C)C(=O)Nc1ccccc1F	3.1
C[C@@H]1CN([C@@H](C)CO)C(=O)c2cc(N(C)C)ccc2O[C@@H]1CN(C)Cc1ccc(-c2ccccc2)cc1	3.7
Cc1cc(Nc2cnn(-c3nc4ccccc4o3)c(=O)c2Cl)ccc1Br	4.3
CC(C)NC(=O)N(C)C[C@H]1Oc2ccc(NC(=O)C3CCCCC3)cc2C(=O)N([C@@H](C)CO)C[C@H]1C	8.2
C[C@H](CO)N1C[C@H](C)[C@@H](CN(C)Cc2ccc(C(=O)O)cc2)OCCCC[C@H](C)Oc2ccc(NC(=O)c3ccncc3)cc2C1=O	8.8
C[C@H](CO)N1C[C@H](C)[C@@H](CN(C)C(=O)NC2CCCC2)Oc2ncc(C#CC3CCCCC3)cc2C1=O	-6.6
C[C@H](CO)N1C[C@H](C)[C@H](CN(C)Cc2ccc(Oc3ccccc3)cc2)Oc2c(NC(=O)Nc3ccc(F)cc3)cccc2C1=O	1.9
Cc1ccc(S(=O)(=O)Nc2ccc3c(c2)C(=O)N([C@H](C)CO)C[C@@H](C)[C@H](CN(C)Cc2ccc4c(c2)OCO4)OCCCC[C@H](C)O3)cc1	0.5
Cc1noc(C)c1NC(=O)N(C)C[C@@H]1Oc2c(NC(=O)C3CC3)cccc2C(=O)N([C@H](C)CO)C[C@@H]1C	1.6
COc1ccc(-c2ccc3c(c2)O[C@H](CN(C)Cc2ccccc2C(=O)O)[C@H](C)CN([C@@H](C)CO)S3(=O)=O)cc1	-1.8
COCC#Cc1cnc2c(c1)C(=O)N([C@H](C)CO)C[C@@H](C)[C@H](CN(C)C(=O)Nc1ccccc1OC)O2	3.6
Cc1noc(C)c1S(=O)(=O)Nc1ccc2c(c1)C(=O)N([C@@H](C)CO)C[C@H](C)[C@@H](CN(C)C(=O)Nc1cccc3ccccc13)O2	2.0

Part of the list above in order of molecular weight, high to low:
canonical_smiles	NSD2 block
C[C@@H]1CN([C@@H](C)CO)C(=O)c2cc(NC(=O)CCC(F)(F)F)ccc2O[C@@H](C)CCCCO[C@@H]1CN(C)C(=O)Cc1ccccc1	15.6
C[C@H](CO)N1C[C@H](C)[C@@H](CN(C)Cc2ccc(C(=O)O)cc2)OCCCC[C@H](C)Oc2ccc(NC(=O)c3ccncc3)cc2C1=O	8.8
C[C@H](CO)N1C[C@H](C)[C@H](CN(C)Cc2ccc(Oc3ccccc3)cc2)Oc2c(NC(=O)Nc3ccc(F)cc3)cccc2C1=O	1.9
COc1ccc(-c2ccc3c(c2)O[C@H](CN(C)Cc2ccccc2C(=O)O)[C@H](C)CN([C@@H](C)CO)S3(=O)=O)cc1	-1.8
COCC#Cc1cnc2c(c1)C(=O)N([C@H](C)CO)C[C@@H](C)[C@H](CN(C)C(=O)Nc1ccccc1OC)O2	3.6
C[C@H]1CN([C@@H](C)CO)C(=O)c2cc(C#Cc3ccccc3F)cnc2O[C@@H]1CN(C)S(C)(=O)=O	4.6

(continued)
canonical_smiles	NSD2 block
C[C@@H]1CN([C@H](C)CO)C(=O)c2cc(-c3ccc(F)cc3)cnc2O[C@H]1CN(C)C(=O)Cc1ccccn1	-1.1
COc1cc2nc(SCC(N)=O)n3nc(CCn4c(C)nc5ccccc54)nc3c2cc1OC	2.2
C[C@@H]1CCCCO[C@@H](CN(C)C(=O)CCCN(C)C)[C@H](C)CN([C@H](C)CO)C(=O)c2cc(NC(=O)Nc3cccc4ccccc34)ccc2O1	4.3
COc1ccc(CN(C)C[C@@H]2Oc3ccc(NS(=O)(=O)c4ccc(F)cc4)cc3C(=O)N([C@@H](C)CO)C[C@H]2C)cc1	-4.5
COc1cc(C2c3c(cc(OC)c(O)c3OC)CC(CO)C2COC2OC(CO)C(O)C(O)C2O)cc(OC)c1O (stereo not drawn)	75.8*
O=C(NCc1ccccc1)C1=C[C@@H](c2ccc3c(c2)OCO3)C[C@@H](OCCCCO)O1	3.8&5.3
CC(=O)N(C)C[C@@H]1Oc2cc(C#CC(C)C)ccc2S(=O)(=O)N([C@H](C)CO)C[C@@H]1C	u
Cc1noc(C)c1S(=O)(=O)Nc1ccc2c(c1)C(=O)N([C@H](C)CO)C[C@H](C)[C@@H](CN(C)CC1CC1)O2	1.8
CCCNC(=O)N(C)C[C@H]1Oc2cc(C#CCOC)ccc2S(=O)(=O)N([C@@H](C)CO)C[C@H]1C	-0.5
C[C@H]1CN([C@@H](C)CO)C(=O)c2cc(NC(=O)Nc3ccc(F)cc3)ccc2O[C@@H]1CN(C)Cc1ccc(C(=O)O)cc1	3.7
C[C@@H]1CN([C@@H](C)CO)C(=O)Cc2cc(NS(=O)(=O)c3ccccc3)ccc2O[C@H]1CN(C)CC1CC1	5.6
COc1ccc(S(=O)(=O)Nc2ccc3c(c2)C(=O)N([C@@H](C)CO)C[C@H](C)[C@@H](CN(C)S(C)(=O)=O)OCCCC[C@@H](C)O3)cc1	-0.9
C[C@@H]1CN([C@@H](C)CO)C(=O)c2cc(Br)cnc2O[C@@H]1CN(C)C(=O)c1cccnc1	1.4
O=C(NO)c1cccc(C(=O)N/N=C/c2ccc(Br)cc2)c1	-4.1
COc1ccc(NC(=O)Nc2ccc3c(c2)CC(=O)N([C@@H](C)CO)C[C@@H](C)[C@H](CN(C)S(=O)(=O)c2c(C)noc2C)O3)cc1	-4.8
C[C@@H]1CN([C@H](C)CO)C(=O)c2cc(NS(C)(=O)=O)ccc2O[C@@H](C)CCCCO[C@H]1CN(C)C(=O)C1CCCCC1	1.6
C[C@H](CO)N1C[C@H](C)[C@H](CN(C)S(=O)(=O)c2ccc(F)cc2)OCCCC[C@H](C)Oc2ccc(NC(=O)c3ccncc3)cc2C1=O	-3.3
COc1ccc(CN(C)C[C@H]2Oc3ccc(NS(C)(=O)=O)cc3C(=O)N([C@H](C)CO)C[C@H]2C)cc1	-5.4
C[C@H](CO)N1C[C@H](C)[C@H](CN(C)S(=O)(=O)c2cn(C)cn2)Oc2ccc(NC(=O)CCCCCC(=O)Nc3ccccc3N)cc2CC1=O	8.7
O=C(NO)c1ccc(C(=O)N/N=C/c2ccc3ccccc3c2O)cc1	-2.1
COc1ccc(-c2ccc3c(c2)O[C@@H](CN(C)C(=O)c2ccccc2F)[C@@H](C)CN([C@@H](C)CO)S3(=O)=O)cc1	1.3
Cc1cc(C(=O)NN)n(C(C)(C)C)n1	5.8
C[C@H](CO)N1C[C@H](C)[C@@H](CN(C)S(=O)(=O)c2ccc(Cl)cc2)Oc2ccc(NS(=O)(=O)c3cn(C)cn3)cc2CC1=O	0.3
CNC[C@H]1Oc2ccc(NC(=O)Nc3cccc4ccccc34)cc2CC(=O)N([C@@H](C)CO)C[C@@H]1C	4.8
C[C@@H]1CN([C@H](C)CO)S(=O)(=O)c2ccc(C#CC(C)(C)O)cc2O[C@@H]1CN(C)C(=O)C1CC1	-2.9
Cc1noc(C)c1NC(=O)Nc1ccc2c(c1)C(=O)N([C@@H](C)CO)C[C@@H](C)[C@H](CN(C)C(=O)NC(C)C)OCCCC[C@@H](C)O2	2.5
CC(C)CC#Cc1cnc2c(c1)C(=O)N([C@H](C)CO)C[C@@H](C)[C@H](CN(C)C(=O)Cc1ccncc1)O2	-0.1
C[C@@H]1CN([C@H](C)CO)C(=O)c2cc(N(C)C)ccc2O[C@@H](C)CCCCO[C@@H]1CN(C)S(=O)(=O)c1cn(C)cn1	-1.9
Cc1ccccc1S(=O)(=O)N(C)C[C@H]1OCc2cn(nn2)CCCC(=O)N([C@H](C)CO)C[C@@H]1C	5.1
C[C@@H]1CCCCO[C@@H](CN(C)C(=O)CCCN(C)C)[C@H](C)CN([C@@H](C)CO)C(=O)c2cc(NC(=O)CCCN(C)C)ccc2O1	1.1

The list continues.
SMILES | NSD2 block
C[C@@H]1CN([C@H](C)CO)S(=O)(=O)c2ccc(C3=CCCCC3)cc2O[C@@H]1CN(C)Cc1ccncc1 | 1.2
Cc1ccc(S(=O)(=O)NC2CCN(Cc3ccc(OCCO)cc3)CC2)cc1 | -1.5
CC(C)C#Cc1ccc2c(c1)O[C@@H](CN(C)C(=O)C1CCC1)[C@H](C)CN([C@H](C)CO)S2(=O)=O | -1.5
Cc1noc(C)c1NC(=O)N(C)C[C@H]1Oc2ccc(NC(=O)CCCN(C)C)cc2C(=O)N([C@H](C)CO)C[C@H]1C | 3.0
C[C@H]1CN([C@@H](C)CO)C(=O)Cc2cc(NC(=O)Nc3ccc(C(F)(F)F)cc3)ccc2O[C@@H]1CN(C)C(=O)Nc1ccc2c(c1)OCO2 | -10.0
COc1ccc(NC(=O)N(C)C[C@@H]2Oc3c(NC(=O)c4nc5ccccc5s4)cccc3C(=O)N([C@@H](C)CO)C[C@H]2C)cc1 | 1.6
CC(C)NC(=O)N(C)C[C@H]1Oc2ccc(NC(=O)Nc3ccc(F)cc3)cc2CC(=O)N([C@H](C)CO)C[C@H]1C | 4.5
C[C@@H]1CN([C@H](C)CO)C(=O)c2cc(/C=C/c3ccccc3)cnc2O[C@@H]1CN(C)C(=O)c1ccccc1 | 0.5
CCCNC(=O)N(C)C[C@H]1Oc2ncc(C#CCc3ccccc3)cc2C(=O)N([C@@H](C)CO)C[C@H]1C | -9.1
COc1ccc(NC(=O)N(C)C[C@H]2Oc3ccc(NS(=O)(=O)c4cccs4)cc3CC(=O)N([C@@H](C)CO)C[C@H]2C)cc1 | 4.2
C[C@@H]1CCCCO[C@@H](CN(C)C)[C@H](C)CN([C@@H](C)CO)C(=O)c2cc(NC(=O)Nc3ccc(C(F)(F)F)cc3)ccc2O1 | 4.1
COc1ccc(CN(C)C[C@H]2Oc3ccc(NS(=O)(=O)c4cn(C)cn4)cc3CC(=O)N([C@H](C)CO)C[C@@H]2C)cc1 | 2.3
C[C@@H]1CCCCO[C@H](CN(C)Cc2ccccc2)[C@@H](C)CN([C@@H](C)CO)C(=O)c2cc(NS(=O)(=O)c3cccs3)ccc2O1 | 21.9
Cc1ccc(S(=O)(=O)Nc2ccc3c(c2)C(=O)N([C@@H](C)CO)C[C@@H](C)[C@@H](CN(C)C(=O)Nc2cccc4ccccc24)O3)cc1 | 15.9
CNC[C@H]1OCCCC[C@@H](C)Oc2ccc(NS(=O)(=O)c3ccc(C)cc3)cc2C(=O)N([C@@H](C)CO)C[C@H]1C | 0.6
O=C(C[C@@H]1CC[C@@H](NS(=O)(=O)c2ccccc2)[C@H](CO)O1)NCCN1CCCCC1 | -5.7
C[C@H](CO)N1C[C@H](C)[C@H](CN(C)S(C)(=O)=O)Oc2ncc(C#Cc3ccccc3)cc2C1=O | 1.3
CCC(=O)N(C)C[C@H]1Oc2cc(-c3ccccc3C)ccc2S(=O)(=O)N([C@@H](C)CO)C[C@@H]1C | -0.5
COc1ccc(C(C)C(=O)c2ccc(O)cc2O)cc1O (stereo not drawn) | -0.1

From PubChem BioAssay

This is a subset, so the mix of outcomes need not match the whole.
